Rat MKP-3 inhibitors = inhibition of rat DUSP6 enzyme activity – biochemical, in vitro, primary screen (AID 425); one-dose inhibition, % at 20 µM; IC50 in µM for titrated hits; recombinant MKP-3 phosphatase activity, fluorescence; higher % means a stronger effect; hit rate 0.17% among 110,000; in the data active means inhibition above about 50%;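 further: plate controls were vehicle for no effect and reference inhibitor for full effect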
Hsp70 displacement = small molecules displacing fluorescent ligand from Hsp70 – biochemical, fluorescence polarization, primary screen (AID 583) | hit rate 0.06% among 140,000 | Hsp70 fluorescence polarization probe displacement, mP; higher % means a stronger effect | displacement, % at 20 µM, or IC50 in µM where a hit was titrated; in the data active means displacement above about 50%;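 further: plate controls were vehicle for no effect and reference ligand for full effect; a part of the inactive calls stands beside numbers as strong as those of hits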
Active calls of the source: *; · = no result given. A portion of the library; rates above refer to the full screens.

Hsp70 displacement	Rat MKP-3 inhibitors	compound
-3.0%	·	CC(Oc1ccc(Cl)cc1Cl)c1nc(-c2ccc(NC(=O)c3ccco3)cc2)no1 (centres undefined)
6.8%	-14%	CN1C(=O)C(=C2CCCCCC2)SC1=S
0.3%	-4%	O=C(OCC(=O)N1CCCCCC1)c1cccs1
0.8%	-2%	CCOC(=O)C1CCCN(C(=O)c2cn(C)c3ccc(S(=O)(=O)N(C)C)cc3c2=O)C1 (centres undefined)
-2.4%	·	O=C(CSC1=NC(=O)C(c2ccccc2)C(=O)N1)Nc1ccccc1Cl (centres undefined)
1.1%	3%	CC(C)(C)c1cc(CCC(=O)NNC(=O)c2ccccc2)cc(C(C)(C)C)c1O
3.0%	4%	CCC(CC)C(=O)NCCc1cc2ccc(OC)cc2[nH]c1=O
·	-5%	O=C(COC(=O)CCc1c[nH]c(=O)[nH]1)Nc1ccccc1
-0.5%	-4%	Cc1ccc(C(=O)Nc2cccc(Br)c2)cc1[N+](=O)[O-]
-2.5%	·	COCc1nc2ccccc2n1Cc1cccc(C)c1
3.0%	·	O=C(O)CCCCCNS(=O)(=O)c1cccc2nsnc12
3.2%	4%	CC12c3ccccc3C(c3ccccc31)C1C(=O)N(c3ccccn3)C(=O)C12 (centres undefined)
-0.9%	2%	Cc1cccc2[nH]c(SCc3ccccc3F)nc12
-4.3%	4%	COc1ccccc1NC(=O)C1=C(C)NC(=O)NC1c1ccc(Cl)cc1Cl (centres undefined)
1.6%	4%	O=C(CSc1nnc(-c2cccnc2)n1-c1ccccc1)Nc1ccc2c(c1)OCO2
-1.7%	1%	CCc1c(C)nc2c(Br)cccc2c1SCC(=O)O
1.8%	-1%	C=CCN1C(=O)/C(=C\c2cccc(OC)c2)SC1=Nc1ccccc1
-4.1%	-6%	COc1ccc(NC(=O)CCCNS(=O)(=O)c2cccs2)cc1
0.1%	·	CCC(C)(C)n1nnnc1C(c1ccc(C)cc1)N1CCN(C(=O)c2ccco2)CC1 (centres undefined)
-0.7%	2%	O=C(Nc1c(F)c(F)c(F)c(F)c1F)c1ccco1
-2.8%	6%	Cc1ccccc1OCc1nc(-c2ccc(Cl)cc2)no1
1.4%	-1%	O=C(COc1ccc(Br)cc1)Nc1ccc(Cc2ccncc2)cc1
8.2%	-13%	CCn1ncc(Br)c1C(=O)N(C)C12CC3CC(CC(C3)C1)C2
7.8%	9%	N#CC(C#N)=NNc1cccc2c(S(=O)(=O)O)cccc12
-1.3%	5%	O=C1NC(=O)N(c2ccc(Br)cc2)C(=O)/C1=C/c1cccs1
1.5%	0%	CCOc1ccc(N2C(=O)CC(NCC(=O)OC)C2=O)cc1 (centres undefined)
1.3%	-17%	Cc1cccc(C2Nc3ccccc3C(=O)N2CCc2ccccc2)n1 (centres undefined)
1.0%	2%	O=c1nc2scc(-c3ccccc3)n2c2ccccc12
5.4%	-6%	COc1cccc(CN(C)CC(=O)NC(=O)NCc2ccco2)c1
4.6%	0%	CCn1c2ccccc2c2nn(C)c(=N)nc21
2.1%	·	CCCOC(=O)NC1CCS(=O)(=O)C1 (centres undefined)
-3.1%	2%	O=C(CSc1nc2ccccc2s1)OCC(=O)c1cccc([N+](=O)[O-])c1
-4.6%	-1%	CCN(CC)C(=O)CSC1=Nc2ccccc2C2=NC(Cc3c[nH]c4ccccc34)C(=O)N12 (centres undefined)
·	1%	CN1C(=O)CSc2ccc(NC(=O)N3CCOCC3)cc21
4.0%	·	Cc1c(NC(=O)c2ccc3ncccc3c2)c(=O)n(-c2ccccc2)n1C
-1.2%	-6%	CC(=O)c1cc2c(cc1NC(=O)CN1CCCCC1C)OCO2 (centres undefined)
-0.4%	-14%	CCOC(=O)C1CCN(C(=O)c2cccc(Cl)c2)CC1
-2.3%	-2%	O=C(COc1ccc(F)cc1)Nc1ccc2[nH]c(=O)[nH]c2c1
-3.2%	2%	CC(SC12CC3CC(CC(C3)C1)C2)C(=O)O (centres undefined)
0.4%	1%	CCOc1ccccc1N(CC(=O)Nc1cccc(C(F)(F)F)c1)S(=O)(=O)c1ccccc1
2.8%	1%	COCc1c(-c2ccccc2)c2cc([N+](=O)[O-])ccc2n1C
9.4%	·	CCOC(=O)c1c(C)n(C)c2ccc(OCC(O)Cn3c(C)nc4ccccc43)cc12 (centres undefined)
-0.2%	·	Cc1ccc(S(=O)(=O)/C(C#N)=C/c2c(N3CCC(C(N)=O)CC3)nc3c(C)cccn3c2=O)cc1
2.7%	4%	C/C(=C\C(=O)c1ccccc1)Nc1ccc(Br)c(C)c1
-3.5%	4%	COc1ccccc1CNC(=O)CS(=O)Cc1nc(-c2ccccc2C)oc1C (centres undefined)
3.6%	-9%	CC1CN(C(=O)c2cccs2)CCN1C(=O)c1cccs1 (centres undefined)
5.8%	-3%	CC1(C)CC(=O)C2=C(C1)c1c(ccc3ccccc13)NC2c1ccccc1F (centres undefined)
48µM*	·	Cc1ccc(C)n1-c1cccc(C(=O)O)c1
1.6%	3%	Cc1cc(C)c2oc(-c3ccc(C)c(NC(=O)c4cccs4)c3)nc2c1
0.3%	0%	O=c1sc(/C=C2/C=Nc3ccccc32)c(O)n1-c1ccccc1
0.8%	-5%	O=C(Nn1c(-c2ccccc2)nc2ccccc2c1=O)c1ccco1
-2.4%	-12%	O=C(CN(C1CCCCC1)S(=O)(=O)c1ccc(Cl)cc1)NCc1ccncc1
-0.2%	3%	COC(=O)C1=C(C)N=C2SC(C)C(=O)N2C1c1cccc(F)c1 (centres undefined)
-5.0%	6%	CC(C)c1ccc(CNC(=O)CSc2nc3ccccc3s2)cc1
-0.1%	2%	Nc1nnc(CSc2ccccc2)s1
-0.9%	·	CO/N=C/NC(=O)Cc1cn(-c2ncc(C(F)(F)F)cc2Cl)c2ccccc12
-2.5%	-6%	CCN(CC)c1ccc(/C=N/n2nnnc2N)c(O)c1
-2.0%	3%	CCOc1cc(Br)c(C(=O)O)cc1OCC
-4.4%	-8%	NC(=O)COc1ccc2c3c(c(=O)oc2c1)CCCCC3
0.0%	-6%	CN(C)/C=N/c1cnc(C(=O)c2ccc(Cl)cc2)n1C

Next section
Hsp70 displacement	Rat MKP-3 inhibitors	compound
1.4%	4%	CC1=NS(=O)(=O)c2cc(Cl)ccc2N1
5.8%	-4%	O=c1cc(NCc2ccco2)c2ccccc2o1
0.2%	-2%	CC12CN3CC(C)(CN(C1)C(=O)c1ccccc1C3=O)C2=O
4.0%	-7%	C=CCn1c(O)c(C(CC)=NCc2cccnc2)c(=O)[nH]c1=O
2.7%	·	Cc1ccc2c(c1)c(CC(=O)Nc1ccc(F)cc1)c(C(=O)O)n2C
0.9%	·	CSc1ccccc1C(=O)NC1CCCCCC1
-2.7%	2%	COc1ccc(-c2cc(-c3ccccc3)n[nH]2)cc1
3.0%	3%	O=C1CC(SC(=NCc2ccc3c(c2)OCO3)Nc2ccccc2)C(=O)N1c1ccc(Cl)cc1 (centres undefined)
-0.5%	5%	CN(C)Cc1nc2c(c(=O)[nH]1)C1(CCCCC1)Cc1ccccc1-2
5.6%	-10%	Cc1cc(=O)oc(C)c1C(=O)n1nc(C)c2c1C[C@@H]1[C@H]2C1(C)C
-3.4%	-4%	CCOc1cccc(C(=O)Nc2ccccc2N2CCN(C(=O)C(C)C)CC2)c1
-0.1%	0%	CNC(=O)c1nnn(Cc2ccccc2)c1NC(=O)C(F)(F)F
2.2%	1%	Nc1sc2c(c1C(=O)Nc1ccc(Cl)cc1)CCCC2
-0.5%	-3%	Cc1c(NC(=O)CCC(=O)N2CCCCC2)c(=O)n(-c2ccccc2)n1C
8.1%	-7%	CC(Oc1ccc(Cl)cc1Cl)C(=O)N(Cc1ccco1)C1CCS(=O)(=O)C1 (centres undefined)
0.4%	·	Cn1c(=O)[nH]c(=O)c2c1nc(N1CCCCC1)n2CCCSc1nc2ccccc2s1
-1.3%	1%	Cc1noc(C)c1C(=O)N1CCN(C(=O)c2sc3cc(Cl)ccc3c2Cl)CC1
-6.4%	·	COc1ccc2c(c1)cc1n2CCN=C1NN
-0.4%	-2%	Cc1cc(C=C2C(=O)NC(=O)NC2=O)c(C)n1-c1ccc(F)cc1
3.6%	4%	COc1ccc(C(=O)Nc2ncc(Br)cc2Br)cc1[N+](=O)[O-]
-1.8%	2%	CC(=C/c1ccccc1)/C=N/NC(=O)CSc1n[nH]c(=O)[nH]c1=O
-1.5%	·	O=C1NC2(CCCCCC2)Cc2ccccc21
2.8%	·	CCOc1ccc(N(C(C)C(=O)NC(C)CC)S(C)(=O)=O)cc1 (centres undefined)
-1.5%	-2%	CC(C)c1ccc2c(c1)c1c3n2CCNC3CCC1 (centres undefined)
1.8%	-1%	O=C(Nc1ccc(Oc2ccccc2)cc1)C1COc2ccccc2O1 (centres undefined)
0.7%	7%	Cc1ccc(C(=O)Nc2ccc(NC(=O)c3cccc(Cl)c3)cc2)cc1C
2.7%	·	Cc1ccc(S(=O)(=O)C2CS(=O)(=O)CC2O)cc1 (centres undefined)
-2.7%	-3%	Cc1ccc2nc(NC(=O)C3CCN(S(=O)(=O)c4cccs4)CC3)sc2c1
8.9%	-1%	Cc1nc2c(sc3nc4c(cc32)COC(C)(C)C4)c(=O)n1CC(=O)NCc1ccco1
-9.3%	31%	COc1cc(/C=N/n2cnnc2)ccc1OCCOc1ccccc1
1.3%	·	OCCCCCN=c1cc(-c2ccccc2)oc2ccc(Cl)cc12
7.5%	·	COc1ccc(C(=O)Nc2nc(N3C(=O)c4ccccc4C3=O)n(-c3ccccc3)n2)cc1
-2.0%	0%	O=C(Nc1ccc(-c2ccc(NC(=O)c3ccccc3)cc2)cc1)c1ccccc1
-0.5%	·	COCc1nnc(NC(=O)CC(c2ccccc2)c2ccccc2)s1
-6.8%	·	CCCOc1nnnn1-c1ccccc1
7.4%	0%	O=C(COc1ccccc1[N+](=O)[O-])N/N=C/c1cc2c(cc1Br)OCO2
3.4%	·	Cc1ccc(C2CC(=O)NC(SCc3ccccc3)=C2C#N)cc1 (centres undefined)
·	-4%	O=C(Cn1nc(-c2ccccc2)ccc1=O)NCCN1CCN(Cc2ccccc2)CC1
-4.0%	-6%	CCCCCn1c(N2CCC(Cc3ccccc3)CC2)nc2c1c(=O)[nH]c(=O)n2C
-0.5%	-11%	CCCC(=O)NC1=C(C#N)C2(CCCC2)Cc2ccccc21
0.3%	3%	CCOC(=O)c1sc(N=NC2=C(O)CCCC2=O)c(C(=O)OCC)c1C
-4.9%	-1%	O=C(CSc1nnnn1Cc1ccccc1)Nc1ccc2c(c1)OCO2
-4.1%	1%	COc1ccc(/C=C/C(=O)c2ccc(S(=O)(=O)NCc3cccnc3)cc2)cc1
1.4%	1%	Cc1ccc(OCC(=O)Nc2cccc(S(N)(=O)=O)c2)cc1C
0.9%	-12%	COC(=O)CSc1cc(C)nc(NC(C)=O)n1
-1.2%	·	Cc1cc(NC(=O)CSc2nc(C(C)C)nc3sc4c(c23)CCC(C)C4)no1 (centres undefined)
-1.4%	1%	Cc1ccnc(NC(=O)COc2ccc(C)cc2C)c1
-0.9%	-20%	CCN(CC)S(=O)(=O)c1ccc(-c2nnc(SCc3nnc(-c4ccc(C)cc4)o3)o2)cc1
-3.7%	-2%	COc1ccc(/C=C2/SC(N3CCOCC3)=NC2=O)cc1
2.7%	0%	COc1cc(/C=N\Nc2nnc(-c3ccccc3)c(=O)[nH]2)cc([N+](=O)[O-])c1O
-4.1%	·	Cc1ccc(C)c(OCCCCn2ccnc2)c1
-0.1%	·	C=CCn1c(SC(C)CC)nc(O)cc1=O (centres undefined)
-2.3%	-6%	COc1ccc(C)cc1-n1nnnc1SCc1csc(C)n1
-3.4%	·	CN(Cc1cnn(C)c1)C(=O)c1sc2cccc(Cl)c2c1Cl
2.6%	8%	O=C(C1CC1)N1CCc2cc(Br)cc(S(=O)(=O)NCc3ccccn3)c21
·	-2%	O=S(=O)(c1ccccc1)N1CCN(CC(O)COc2ccc3c(c2)CCC3)CC1 (centres undefined)
0.2%	4%	Cc1cccc(-c2nc(C#N)c(NC3CCCCC3)o2)c1

Of the compounds above, 15 have an aryl methoxy group:
Hsp70 displacement	Rat MKP-3 inhibitors	compound
3.0%	4%	CCC(CC)C(=O)NCCc1cc2ccc(OC)cc2[nH]c1=O
-4.3%	4%	COc1ccccc1NC(=O)C1=C(C)NC(=O)NC1c1ccc(Cl)cc1Cl (centres undefined)
1.8%	-1%	C=CCN1C(=O)/C(=C\c2cccc(OC)c2)SC1=Nc1ccccc1
-4.1%	-6%	COc1ccc(NC(=O)CCCNS(=O)(=O)c2cccs2)cc1
5.4%	-6%	COc1cccc(CN(C)CC(=O)NC(=O)NCc2ccco2)c1
-3.5%	4%	COc1ccccc1CNC(=O)CS(=O)Cc1nc(-c2ccccc2C)oc1C (centres undefined)
-2.7%	2%	COc1ccc(-c2cc(-c3ccccc3)n[nH]2)cc1
-6.4%	·	COc1ccc2c(c1)cc1n2CCN=C1NN
3.6%	4%	COc1ccc(C(=O)Nc2ncc(Br)cc2Br)cc1[N+](=O)[O-]
-9.3%	31%	COc1cc(/C=N/n2cnnc2)ccc1OCCOc1ccccc1
7.5%	·	COc1ccc(C(=O)Nc2nc(N3C(=O)c4ccccc4C3=O)n(-c3ccccc3)n2)cc1
-4.1%	1%	COc1ccc(/C=C/C(=O)c2ccc(S(=O)(=O)NCc3cccnc3)cc2)cc1
-3.7%	-2%	COc1ccc(/C=C2/SC(N3CCOCC3)=NC2=O)cc1
2.7%	0%	COc1cc(/C=N\Nc2nnc(-c3ccccc3)c(=O)[nH]2)cc([N+](=O)[O-])c1O
-2.3%	-6%	COc1ccc(C)cc1-n1nnnc1SCc1csc(C)n1

Reformatted: two of the compounds above.
Cc1cccc(-c2nc(C#N)c(NC3CCCCC3)o2)c1
  Hsp70 displacement = 0.2%	Rat MKP-3 inhibitors = 4%

COc1ccc(/C=C2/SC(N3CCOCC3)=NC2=O)cc1
  Hsp70 displacement = -3.7%	Rat MKP-3 inhibitors = -2%
